All columns: NCI-60 one-dose screen, growth in % after 48 h at 10 µM unless noted; 100 = growth as untreated, 0 = no growth, -100 = all killed.
BT-549 = BT-549 breast cancer | 78,000 compounds, 4.4% hits
HS 578T = HS 578T breast cancer; AID 1794788; 78,000 compounds, 4.1% hits
SK-MEL-2 = SK-MEL-2 melanoma; AID 1794763; 77,000 compounds, 4.7% hits
UACC-257 = UACC-257 melanoma | 78,000 compounds, 4.4% hits | AID 1794764
LOX IMVI = LOX IMVI melanoma; 79,000 compounds, 7.4% hits; AID 1794757
MALME-3M = MALME-3M melanoma; 78,000 compounds, 5.8% hits
T-47D = T-47D breast cancer; AID 1794792; 79,000 compounds, 5% hits
UACC-62 = UACC-62 melanoma; AID 1794756; 81,000 compounds, 5.4% hits
An asterisk follows results filed as active; . = no result given; & = joins results of further samples; [ ] = dose if it differs, or a comment. Rule for the calls: active = growth percent below 10; inactive = the rest.

SMILES	BT-549	HS 578T	SK-MEL-2	UACC-257	LOX IMVI	MALME-3M	T-47D	UACC-62
COc1ccc(-c2nc(SCc3cc(=O)oc4ccc(OC)cc34)[nH]c(=O)c2C(=O)NC(C)(C)C)cc1	94	95	92	87	98	109	90	99
CCCC(=O)c1ccc(Br)s1	102	103	100	.	97	97	101	100
COc1ccc2c(c1)c(-c1noc(-c3cn(C)c4ncccc34)n1)cn2C	.	100	98	106	95	96	73	103
Cc1ccc(-c2cc3nc(-c4ccc(C)cc4)nc(C(Cl)Cl)n3n2)cc1	99	90	108	99	98	96	64	95
O=C(OCC1OC(OC(=O)c2ccccc2)C(F)C1OC(=O)c1ccccc1)c1ccccc1 (configuration not stated)	115	115	110	99	95	100	98	95
Clc1ccc(-c2cnc3nonc3n2)s1	94	90	94	64	37	83	58	55
O=C(Oc1ccc[nH]c1=O)C1CC1	94	101	103	104	89	98	84	104
Clc1cccc(CSc2ncnc3nc[nH]c23)c1	99	106	98	94	84	98	75	88
O=[N+]([O-])c1ccc(N/N=C/c2cccnc2)cc1	65	78	87	101	24	101	59	56
Nc1ccc(-c2nc3ccccc3s2)cc1	87	96	108	98	86	105	.	90
CC1=CC(=Nc2ccc(N(C)C)cc2)C=C(C)C1=O	74	91	110	77	46	93	48	38
NC1=NC(=O)C(c2ccccc2)(c2ccccc2)S1	118	108	101	110	101	.	.	98

The closing 6 records of the part before come first, to join the parts:
SMILES	BT-549	HS 578T	SK-MEL-2	UACC-257	LOX IMVI	MALME-3M	T-47D	UACC-62
O=C(Oc1ccc[nH]c1=O)C1CC1	94	101	103	104	89	98	84	104
Clc1cccc(CSc2ncnc3nc[nH]c23)c1	99	106	98	94	84	98	75	88
O=[N+]([O-])c1ccc(N/N=C/c2cccnc2)cc1	65	78	87	101	24	101	59	56
Nc1ccc(-c2nc3ccccc3s2)cc1	87	96	108	98	86	105	.	90
CC1=CC(=Nc2ccc(N(C)C)cc2)C=C(C)C1=O	74	91	110	77	46	93	48	38
NC1=NC(=O)C(c2ccccc2)(c2ccccc2)S1	118	108	101	110	101	.	.	98
N#Cc1nc(CC(=O)c2ccccc2)c(CC(=O)c2ccccc2)nc1C#N	108	85	128	107	89	92	.	85
NC(=O)c1nn(-c2ccccc2)nc1N1CCCC1	99	105	107	110	101	114	101	98
O=C1Nc2ccccc2C1=NC1CCCCC1	96	116	89	100	88	91	83	105
NC[C@H]1O[C@@H](O[C@H]([C@H]2O[C@@H](n3ccc(=O)[nH]c3=O)[C@H](O)[C@@H]2O)[C@H](NCCCC(=O)NCc2ccc(N3CCC(Oc4ccc(OC(F)(F)F)cc4)CC3)cc2)C(N)=O)[C@H](O)[C@@H]1O	98	94	101	96	93	102	80	95
CCn1cc(-c2nc(N)[nH]c(=O)c2C(C)=O)c(-c2ccc(Br)cc2)n1	100	110	80	90	99	110	72	99
CC(=O)OCC(C)Cc1ccc(C(C)(C)C)cc1 (configuration not stated)	117	116	121	139	114	151	115	103
C=C(C)[C@@H]1CC[C@]2(C(=O)N3CCN(C)CC3)CC[C@]3(C)[C@H](CC[C@@H]4[C@@]5(C)CC[C@H](O)C(C)(C)[C@@H]5CC[C@]43C)[C@@H]12	-52*	-46*	62	-89*	-81*	-73*	-74*	-83*
N#Cc1c(N2CCCCC2)nc(=S)[nH]c1-c1ccccc1	91	71	83	88	88	51	76	86
Cc1cc(C)c(NC(=O)c2sc3nc4c(cc3c2N)CCCCCC4)c(C)c1	54	48	35	63	59	57	44	34
CCCCOc1ccc(Nc2cc(Cl)ccc2C(=O)O)cn1	100&101	99&95	112&79	98&111	90&107	121&140	92&93	98&98
O=c1nc2onnc2c(/C=N\O)[nH]1	102	.	103	101	94	119	96	85
C=CCN1C(=O)/C(=C/c2ccccc2)SC1=Nc1ccc(Cl)c(Cl)c1	98	112	101	114	97	117	76	79

Full records, quoted from the list. Order of values: BT-549, HS 578T, SK-MEL-2, UACC-257, LOX IMVI, MALME-3M, T-47D, UACC-62
`N#Cc1c(N2CCCCC2)nc(=S)[nH]c1-c1ccccc1` is listed as 91, 71, 83, 88, 88, 51, 76, 86
`NC(=O)c1nn(-c2ccccc2)nc1N1CCCC1` is listed as 99, 105, 107, 110, 101, 114, 101, 98
`O=c1nc2onnc2c(/C=N\O)[nH]1` is listed as 102, ., 103, 101, 94, 119, 96, 85

Of the compounds above, these have a carbonyl joined to an NH by a bond outside any ring:
SMILES	BT-549	HS 578T	SK-MEL-2	UACC-257	LOX IMVI	MALME-3M	T-47D	UACC-62
COc1ccc(-c2nc(SCc3cc(=O)oc4ccc(OC)cc34)[nH]c(=O)c2C(=O)NC(C)(C)C)cc1	94	95	92	87	98	109	90	99
NC(=O)c1nn(-c2ccccc2)nc1N1CCCC1	99	105	107	110	101	114	101	98
NC[C@H]1O[C@@H](O[C@H]([C@H]2O[C@@H](n3ccc(=O)[nH]c3=O)[C@H](O)[C@@H]2O)[C@H](NCCCC(=O)NCc2ccc(N3CCC(Oc4ccc(OC(F)(F)F)cc4)CC3)cc2)C(N)=O)[C@H](O)[C@@H]1O	98	94	101	96	93	102	80	95
Cc1cc(C)c(NC(=O)c2sc3nc4c(cc3c2N)CCCCCC4)c(C)c1	54	48	35	63	59	57	44	34

Going on with the list:
SMILES	BT-549	HS 578T	SK-MEL-2	UACC-257	LOX IMVI	MALME-3M	T-47D	UACC-62
CCN(CC)S(=O)(=O)Oc1ccc2c(C)cc(=O)oc2c1	104	96	102	105	101	94	97	95
S=c1[nH]cccc1-c1nnc2n1Nc1nc3ccc(Br)cc3cc1CS2	95	94	95	102	93	89	80	82
CCCn1c(N)c(C(=O)N/N=C(/C)c2cc3cccc(OC)c3o2)sc1=S	80	64	79	21	55	97	70	80
COc1cc(/C=N/Nc2nc(-c3cc(O)c(C)c(C)c3O)cs2)ccc1O	111	106	110	106	97	102	104	97
COCCOC(=O)COc1ccc(OC)cc1	103	101	120	96	102	97	120	96
O=C(NC(Cc1nnc2n(Cc3ccccc3)c(=O)c3c4c(sc3n12)CCCC4)c1ccc(Cl)cc1)c1ccccc1 (configuration not stated)	107	91	96	105	79	75	85	63
CO[C@H]1CC(O[C@@H]2/C(C)=C/C[C@@H]3C[C@@H](C[C@]4(C=C[C@H](C)[C@@H](C5CCCCC5)O4)O3)OC(=O)[C@@H]3C=C(C)[C@@H](O)[C@H]4OC/C(=C\C=C\[C@@H]2C)[C@]43O)O[C@@H](C)C1O[C@H]1C[C@H](OC)[C@@H](O)[C@H](C)O1 (some centres not stated)	-69*	-40*	.	-84*	-97*	-68*	-51*	-78*
COc1ccc(/C=C/C(=O)c2cccc(O)c2)cc1	103	107	110	103	87	109	87	90
CCCn1nc(C(=O)N2CCCCC2)c2c1CCC(NCCc1ccncc1)C2 (configuration not stated)	107	107	99	95	94	100	94	102
CC/C(=C(\c1ccc(OCCN2CCCCCC2)cc1)c1ccc(OC(=O)Cc2ccccc2)cc1)c1ccc(OC)cc1	112	87	99	110	93	99	65	99
Cc1ccc(CS/C(=C\c2ccc([N+](=O)[O-])cc2)C(=O)c2ccc(F)cc2)cc1	76	8.9*	75	93	-4.9*	84	50	31
CCCn1c(=O)c2[nH]c(-c3ccc(OCc4nc5ccccc5[nH]4)cc3)nc2n(CCC)c1=O	21	-18*	82	82	-2.4*	-36*	60	36
CN(CCF)c1ccc(/C=C/C(=O)c2ccc(N)cc2O)cc1	64	112	93	97	79	102	51	90
CC1CN(/N=C/c2ccc([N+](=O)[O-])o2)C(=N)O1 (configuration not stated)	117	105	123	100	95	79	117	93
COc1c(C2CC(=O)Nc3c2c(C)nn3-c2nc3ccccc3[nH]2)cc2c(c1OC)OCO2 (configuration not stated)	48	28	30	67	47	87	44	55
O=C(O)C(Cc1ccccc1)N1C(=O)/C(=C/C(Cl)=C/c2ccc([N+](=O)[O-])cc2)SC1=S (configuration not stated)	-28*	45	9.0*	18	-74*	3.5*	1.1*	-56*
CSCCC(C(=O)O)N1C(=O)CSC1=S (configuration not stated)	99	103	107	96	97	110	99	92
O=P1(O)Cc2ccccc2-c2ccccc21	110	101	116	108	99	120	103	101
CNC(=O)c1nn(C)c(=O)[nH]c1=O	101	101	102	108	107	122	102	93
CCC(=O)Nc1cccc([N+](=O)[O-])c1	.	93	96	91	103	113	.	.
CCCCOc1nc2c(C)cccc2cc1-c1cc(-c2ccc(Cl)cc2)nc(-c2ccc(Cl)cc2)c1	101	92	102	99	98	95	99	98
CCCCC1(O)CCCCC1	96	98	112	102	.	97	92	102
Cc1ccc(/C=C2\SC(=O)N(Cc3cc4ccccc4nc3Cl)C2=O)cc1	123	104	100	103	111	103	105	91
CC(=O)Nc1ccc(C(=O)CCl)cc1	59	19	97	86	-54*	-54*	.	81
O=C(O)Cc1cc2c(cc1Br)OCO2	98	105	87	110	.	.	109	94
Cc1ccc2nc(-c3c(C)nn(-c4ccccc4)c3N3CCCC3)[nH]c2c1	97	.	131	110	94	96	89	81
c1ccc2cc(Cn3cc[n+](C[n+]4ccn(Cc5ccc6ccccc6c5)c4)c3)ccc2c1	104	93	92	106	93	90	80	80
CCOC(=O)c1cc(=O)nc(N)s1	104	102	110	94	97	110	92	92
O=C1OC(c2ccccc2)=N/C1=C\c1ccccc1Cl	113&103	100&99	104&103	103&109	94&104	93&99	97&101	109&103
CSc1nc(S(C)(=O)=O)nc2[nH]c(=O)[nH]c12	102	111	106	105	108	.	112	99
COC(=O)/C=C1\SC(=Nc2ccc(C#N)cc2)N(CCc2c[nH]c3ccccc23)C1=O	89	91	89	77	79	99	77	81
COC(=O)[C@]12CCC(C)(C)C[C@H]1C1=CC[C@@H]3[C@@]4(C)C/C(=C/c5cccnc5)[C@H](O)C(C)(C)[C@@H]4CC[C@@]3(C)[C@]1(C)CC2	112	100	110	104	96	133	83	92
COc1cccc(/C=N/NC(=O)COc2cc(=O)n(C)c3ccccc23)c1	99	105	104	104	.	105	93	93
CC(C)/C=N\O	.	118	.	.	104	99	99	101
C=C(C)CN	111	106	107	113	98	111	98	107
CCOC(=O)C1=C(C)N=C2SC=C(c3ccc(F)cc3)N2[C@H]1c1cn[nH]c1-c1ccc(F)cc1	96	100	97	.	96	94	91	86
CCN1CCN(c2ccc3c4c(cccc24)C(=O)N(N2C(=O)c4cccc5cccc(c45)C2=O)C3=O)CC1	104	91	101	102	94	97	99	99
Clc1ccc(C(Br)c2ccc(Cl)cc2)cc1	94	116	87	93	93	90	103	101
CCN1CC2=C(Nc3nc(SC)[nH]c(=O)c3C2c2ccc(C)cc2)/C(=C/c2ccc(C)cc2)C1 (configuration not stated)	107	105	110	92	92	105	92	104
O=C1/C(=C/c2ccco2)CCC/C1=C\c1ccco1	105	114	133	109	92	113	54	91
CN(Cc1cnc2nc(N)nc(N)c2n1)c1ccc(C(=O)N[C@@H](CCC(=O)O)C(=O)O)cc1	47	27[2.5 µM]	83	12	16	62	46	17
O=C1C=C(O)C(=O)N1c1ccc(Br)cc1	114	94	104	100	99	105	108	105
Cc1ccc(S(=O)(=O)N/N=C/C(O)C(O)C(O)C(O)CO)cc1 (configuration not stated)	98	107	102	109	95	118	103	106
CC(=O)Nc1c(Cl)cc2c(c1Cl)Cc1cc([N+](=O)[O-])ccc1-2	84	35	.	78	86	68	53	65
S=c1[nH]ccn1-c1ccccc1	99	94	103	86	109	101	81	95
CC(=O)Nc1ccc(Oc2c(/C=N/N=c3\sc4ccccc4n3C)c(C)nn2-c2ccccc2)cc1	69	100	107	111	95	99	81	74
FC(F)(F)COc1ccc(-c2nnc(Nc3ccccc3)s2)cc1	106	92	108	103	81	106	72	76
Cc1nc2ccccc2c(=O)n1-c1cccc(OCc2cn(-c3ccc(F)c(Cl)c3)nn2)c1	102	98	99	95	102	115	91	97
COC(=O)C[n+]1cccc2c3ccccc3ccc21	108	88	105	92	91	68	90	57
N#Cc1c(-c2cccnc2)cc(-c2ccc(Cl)cc2)[nH]c1=O	110	89	101	108	97	109	86	99
C=CCc1ccc(C=O)c(O)c1	108	102	105	92	99	110	117	94
N#Cc1nc(/C=C2\SC(=S)N(Cc3ccccc3)C2=O)cs1	102	114	99	92	33	91	83	92
O=C(Nc1ccc(CN2CCc3nc4cc(O)c(O)cc4cc32)cc1)Nc1ccc(F)cc1F	94	100	104	103	90	96	84	97
COc1ccc(C(CC(=O)c2ccccc2)Sc2ccccc2N)cc1 (configuration not stated)	87	93	98	.	81	68	84	95
Cc1cccc(NC(=O)Nc2ccc(Nc3ncnc4sc5c(c34)CCN(C(=O)OC(C)(C)C)C5)cc2)c1	87	.	.	90	84	98	49	92

High-throughput results: PubChem BioAssay, NCI
